HCV NS3 hel inh: blocks Hepatitis C virus NS3 helicase unwinding; NS3 helicase DNA unwinding, Cy5 molecular beacon fluorescence; inhibition, % at 10.9 µM; 290,000 compounds, 0.56% hits;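 active means inhibition above the mean of all tested compounds plus 3 SD, set per campaign, cut at about 35% in these data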;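 further: 0% = DMSO wells and 100% = thioflavine S control wells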
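System: Hepatitis C virus NS3 helicase domain fragment enzyme | Reagent: Annealed dual-labelled DNA beacon duplex, ATP-started | Compound dosing: 10.9 µM single point, 0.8% DMSO | Incubation: 1 h reaction at 25 °C, ATP-initiated | Technique: Cy5 fluorescence | Evaluation: Percent inhibition from t60/t0 fluorescence ratio | Benchmarks: Low DMSO, high thioflavine S at 110 µM | Replication: Singlicate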
CRFR2-BP antag: antagonists of CRF-binding protein/CRF-R2 receptor complex; AID 588475; inhibition, % at 11.8 µM; HEK293 CRF-R2/CRF-BP, CRF-induced calcium fluorescence; 350,000 compounds, 0.59% hits;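 active means inhibition of the ligand-induced calcium signal above about 50% at the single tested concentration, limit read from the data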
MEKK2 mut-MEK5: signal of MEK5 binding to mutant human MEKK2 PB1 domain; bead flow cytometry, Alexa488-MEK5 binding to MEKK2 mutant; AID 1530; 290,000 compounds, 0.35% hits; percent response, % at 10 µM; in the data active means percent response above about 24%, passing the limit was not always enough; further: inactives centre near 1; some results filed as inactive read as strong as hits
CRFBP-R2 agonist: CRF-BP/CRF-R2 complex agonism; AID 588473; HEK293 CRF-R2/CRF-BP, calcium dye fluorescence (FLIPR); percent of saturating CRF peptide response; activation, % at 13.2 µM; 350,000 compounds, 0.46% hits;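 active means activation of at least 50%, plus an integration ratio under a set limit after plate pattern correction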;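 further: plate controls were neutral control wells without compound for no effect and CRF at EC100 for full effect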
GalR3 antagonist: antagonists of human GalR3; O60755; HEK293 GalR3-CNG cAMP membrane potential fluorescence; galR3 body fused to GalR1 C-terminus; inhibition, % at 3 µM; 360,000 compounds, 0.44% hits;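 active means inhibition above the screen-wide average plus 3 SD, cut at about 13% in these data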;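 further: forskolin and galanin both at EC90 stimulate the cells; cAMP rise reported by CNG channel membrane potential dye signal; 0% = forskolin plus galanin with DMSO and 100% = forskolin alone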
Target sequence (O60755 1-299 limits assumed): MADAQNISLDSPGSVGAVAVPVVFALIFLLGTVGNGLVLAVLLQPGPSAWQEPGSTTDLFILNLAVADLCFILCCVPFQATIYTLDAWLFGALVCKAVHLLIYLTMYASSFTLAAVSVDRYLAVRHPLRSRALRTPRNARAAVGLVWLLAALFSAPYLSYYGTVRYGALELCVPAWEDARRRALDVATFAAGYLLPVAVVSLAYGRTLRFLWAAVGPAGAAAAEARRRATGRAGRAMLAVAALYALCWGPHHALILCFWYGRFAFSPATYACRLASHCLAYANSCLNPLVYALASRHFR
MEKK3 PB1 HTS: MEKK3-MEK5 PB1 interaction, increase or decrease; 290,000 compounds, 1.4% hits; Q99759; binding response (% of control), % at 10 µM; bead-based flow cytometry, Alexa488-MEK5 binding to MEKK3; actives lie on both sides; 0 = blocked by unlabeled MEK5, 100 = vehicle;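 active means binding response more than 3 SD above or below the average of its plate-row segment, actives on both sides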;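 further: Alexa488 bead fluorescence after subtracting the streptavidin-only scavenger bead signal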
FID counter: displaces DNA intercalator in HCV helicase counter-screen | DNA fluorescent intercalator displacement, fluorescence | inhibition, % at 7.9 µM | 290,000 compounds, 0.17% hits | AID 1845; in the data active means inhibition above about 37%;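 further: 0% = vehicle and 100% = reference compound; higher means more ethidium bromide displaced from hairpin DNA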
MEKK2 WT-MEK5: raises or lowers MEK5 binding to wildtype human MEKK2 PB1 domain | Q9Y2U5 | bead flow cytometry, Alexa488-MEK5 binding to MEKK2 WT; actives lie on both sides | binding response (% of control), % at 10 µM | 290,000 compounds, 1.1% hits; in the data active means binding response below about 67% or above about 130%
SUMO HTRF inh: inhibitors of human SUMOylation (UBC9); P63279; HTRF SUMOylation assay, SAE1/SAE2 + UBC9, in vitro; inhibition, % at 35 µM; 290,000 compounds, 0.36% hits; in the data active means inhibition above about 50%, passing the limit was not always enough; further: strong numbers were not always called active
Target sequence (P63279 whole entry, looked up): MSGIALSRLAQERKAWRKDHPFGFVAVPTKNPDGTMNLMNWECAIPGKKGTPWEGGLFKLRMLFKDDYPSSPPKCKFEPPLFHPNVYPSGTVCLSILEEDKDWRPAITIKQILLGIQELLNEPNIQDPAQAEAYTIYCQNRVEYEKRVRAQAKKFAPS
Starred values were filed as active, the others as inactive; . = no result given; [ ] = remark or other dose. A portion of the library; rates above refer to the full screens.

Each structure is followed by: HCV NS3 hel inh	CRFR2-BP antag	MEKK2 mut-MEK5	CRFBP-R2 agonist	GalR3 antagonist	MEKK3 PB1 HTS	FID counter	MEKK2 WT-MEK5	SUMO HTRF inh
1. Cc1oc2cc(OC(C)C(=O)O)ccc2c(=O)c1Oc1ccccc1 (stereo unspecified)
  -3	-18	1	1.0	2	94	-7	98	15
2. CCC/C(O)=C1\C(=O)CC(C)(C)CC1=NCCO
  -2	-2	-4	-0.7	1	99	-2	99	-4
3. O=C(Cn1nnc(-c2cccs2)n1)NCc1cccs1
  2	2	-1	-0.7	-6	92	-8	92	4
4. O=C(CSc1nnc(-c2ccncc2)n1Cc1ccco1)Nc1nccs1
  -3	14	4	6.2	-1	80	-7	88	8
5. C=CCn1c(Cc2ccc(OC)cc2)nnc1SCC(N)=O
  -1	-21	3	0.7	-5	100	0	105	-2
6. Cc1ccccc1CN(C)CC(=O)Nc1c(C)cccc1C(C)C
  -9	-13	-24	0.7	-5	72*[inhibitor]	-18	71	-6
7. NS(=O)(=O)c1ccc(CNC(=O)c2ccc3ccccc3n2)cc1
  -4	22	5	-0.9	-8	105	-7	103	17
8. Cc1nc(-c2nc(C(=O)NNS(C)(=O)=O)cs2)cs1
  8	-3	-8	-0.8	-2	99	0	100	0
9. CC1(C)C(=O)Nc2ccccc2N1C(=O)CSc1nnc2c(Cl)cc(Cl)cn12
  8	-24	-5	3.0	-5	89	2	94	4
10. Cc1ccc2c(c1)NC(=O)C(CC(=O)Nc1ccc(CN3CCC(C)CC3)cc1)O2 (stereo unspecified)
  -1	-14	15	1.9	.	100	19	133	18
11. Cc1c(NC(=O)C2CCCNC2=O)c(=O)n(-c2ccccc2)n1C (stereo unspecified)
  1	-10	0	-0.3	-1	97	-1	98	18
12. CCOC(=O)c1cccc(NC(=O)CCNS(=O)(=O)c2ccc3c(c2)CCN3C(=O)CC)c1
  3	-8	3	-0.3	-1	103	-20	96	1
13. Cc1cc(C)c([C@@H]2C[C@H]3CN(C4CCCC4)C(=O)[C@]34CCCN24)c(-n2cccn2)c1
  -4	-2	-17	-1.0	-6	81	-6	83	27
14. O=C(OCCN1C(=O)c2cccc3c(N4CCOCC4)ccc(c23)C1=O)c1cc(Cl)cc(Cl)c1
  9	.	1	.	.	99	-3	95	-2
15. COc1ccc(/C=N/N2C(C)CCCC2C)cc1OC (stereo unspecified)
  12	24	8	-1.5	-1	105	-7	108	5
16. COC(=O)c1ccc(COc2ccc(/C=N/O)cc2OC)o1
  -5	-9	-12	-1.8	-5	97	-3	88	-16
17. O=C(NCc1ccco1)c1ccc(N2CCCC2=O)cc1
  6	13	5	-1.6	-6	108	3	111	18
18. CCOc1cc(C(=O)NC2CC(C)(C)NC(C)(C)C2)cc(OCC)c1OCC
  -10	-2	6	-1.0	-11	110	19	112	2
19. COc1ccc(NC(=O)CSc2ncnc3c2nnn3-c2ccc(F)cc2)c(OC)c1
  9	19	2	4.1	-3	101	0	98	-13
20. Cc1ccc(OC(=O)c2sc(Cl)nc2C)cc1C
  13	-9	1	1.6	-4	124	4	105	-9

2 entries from above, in transposed form:
2: CCC/C(O)=C1\C(=O)CC(C)(C)CC1=NCCO
3: O=C(Cn1nnc(-c2cccs2)n1)NCc1cccs1
assay / entry | 2 | 3
HCV NS3 hel inh | -2 | 2
CRFR2-BP antag | -2 | 2
MEKK2 mut-MEK5 | -4 | -1
CRFBP-R2 agonist | -0.7 | -0.7
GalR3 antagonist | 1 | -6
MEKK3 PB1 HTS | 99 | 92
FID counter | -2 | -8
MEKK2 WT-MEK5 | 99 | 92
SUMO HTRF inh | -4 | 4

Other structures
Each structure is followed by: HCV NS3 hel inh	CRFR2-BP antag	MEKK2 mut-MEK5	CRFBP-R2 agonist	GalR3 antagonist	MEKK3 PB1 HTS	FID counter	MEKK2 WT-MEK5	SUMO HTRF inh
21. C/C(=C\C(=O)c1ccc(Br)cc1)NCc1ccc2c(c1)OCO2
  -6	8	7	0.5	-2	100	-7	101	-9
22. Clc1ccccc1Cn1nnc2c(NCC3CC3)ncnc21
  -1	-26	3	0.1	-2	102	-6	97	-5
23. CCc1c(C)nc(N)nc1OCC(F)(F)C(F)F
  5	-7	2	-0.3	1	91	3	96	23
24. CC(C)(C)NC(=O)CC1C(=O)NCCN1Cc1c(F)cccc1Cl (stereo unspecified)
  -3	-7	2	-0.1	-3	106	-8	107	-7
25. CC(C)CC(=O)NC(=S)Nc1ccc(N2CCOCC2)cc1
  3	14	-1	-0.8	-5	98	-16	99	3
26. COc1cc(OC)cc(C(=O)Oc2c(CN3CCOCC3)cc(Cl)c3cccnc23)c1
  -1	3	-2	2.6	0	99	2	95	-6
27. Cc1cccc2sc(NNC(=O)c3ccc4c(c3)OCCO4)nc12
  -5	-30	-5	1.7	0	91	-11	92	9
28. O=C(Cc1ccc2c(c1)OCCO2)N1CCN(S(=O)(=O)c2cccc(C(F)(F)F)c2)CC1
  2	6	-1	-0.4	-10	97	-1	101	8
29. CCN(CC)S(=O)(=O)c1ccc(C)c(NC(=O)CNCCN(C(C)C)C(C)C)c1
  -5	3	-1	-2.1	3	113	6	108	-6
30. O=C1C=C(O)CC(c2ccco2)C1 (stereo unspecified)
  26	9	-8	-1.6	2	82	-25	86	51
31. Cc1nc2ncnn2c(N2CCN(c3cccc(C(F)(F)F)c3)CC2)c1C
  7	-1	6	-2.8	-8	104	-24	109	19
32. Cc1ccc(SCC(=O)NC(=O)NCc2ccco2)cc1C
  10	.	-7	.	.	87	-14	92	22
33. O=C(C(Cc1ccccc1)N1C(=O)c2ccccc2C1=O)N1c2ccccc2CCc2ccccc21 (stereo unspecified)
  -11	-5	-2	1.7	-6	79	-26	88	-13
34. CC(C)C(NS(=O)(=O)c1ccc2c(c1)oc(=O)n2C)C(=O)N1CCN(Cc2ccccc2)CC1 (stereo unspecified)
  -5	-1	2	-0.2	1	111	-10	109	16
35. CC(C)COC(=O)C1[C@H]2C(=O)N(Cc3cccs3)C[C@]23C=C[C@H]1O3 (stereo partly specified)
  -4	-15	4	0.9	-2	105	-2	100	-6
36. CC(C)c1cn(C2OC(COC(=O)c3ccccc3)C(OC(=O)c3ccccc3)C2OC(=O)c2ccccc2)c(=O)[nH]c1=O (stereo unspecified)
  .	17	-3	8.6	-5	86	.	88	.
37. COc1ccc2c(C)c(Cl)c(=O)oc2c1
  12	-4	9	-0.4	-4	100	-1	103	6
38. CCNC(=O)c1ccccc1NC(=O)c1cccc(S(=O)(=O)N2CCC(C)CC2)c1
  -8	-6	2	0.5	-3	100	-21	102	14
39. CC(C)Cc1nnc(NC(=O)CC(C)c2ccccc2)s1 (stereo unspecified)
  -6	-35	4	0.4	-2	106	-24	103	-2
40. COc1ccc(CCNC(=O)CSc2nc3[nH]ncc3c(=O)n2-c2cccc(C(F)(F)F)c2)cc1OC
  13	0	-12	0.1	-4	92	-14	96	16

The list continues.
Each structure is followed by: HCV NS3 hel inh	CRFR2-BP antag	MEKK2 mut-MEK5	CRFBP-R2 agonist	GalR3 antagonist	MEKK3 PB1 HTS	FID counter	MEKK2 WT-MEK5	SUMO HTRF inh
41. c1ccc(C2C/C(=N\N3CCOCC3)c3ccccc3O2)cc1 (stereo unspecified)
  -16	-37	-4	0.2	-4	91	1	91	10
42. OCCN1CCN(CCCN2c3ccccc3Sc3ccc(C(F)(F)F)cc32)CC1
  -77	6	19	1.7	.	114	24	175*	6
43. CN(C)CCCSc1nc2ccccc2s1
  -8	-21	10	1.0	-5	107	-6	119	5
44. C=CCSC1=Nc2cc(OC)c(OC)cc2C2=NC(=O)CN12
  7	11	-7	0.5	-7	101	-2	96	8
45. CC(c1cccs1)N(C(=O)Nc1ccccc1)C1CCCCC1 (stereo unspecified)
  5	5	2	-4.1	-4	100	1	99	22
46. Cc1ccccc1Nc1nc(N)nc(COC(=O)c2ccc(S(=O)(=O)N(C)C)cc2)n1
  5	-21	0	-1.8	-9	99	-21	97	17
47. OCCNc1nc(N2CCN(Cc3ccccc3)CC2)nc2ccccc12
  -4	-7	3	-0.3	-10	102	13	103	-10
48. COc1ccccc1NS(=O)(=O)c1c(C)[nH]c(C)c1C(=O)N1CCCC1
  3	13	6	-0.1	-8	103	-12	100	0
49. O=C1CC(c2ccccc2)N1c1ccccc1 (stereo unspecified)
  -13	16	.	1.0	-1	.	-1	.	-21
50. Cc1ccc(S(=O)(=O)CNC(=O)c2ccccc2)cc1
  2	11	3	-0.8	-3	106	0	111	-4
51. O=C1NC(=S)SC1=C1CCCCCC1
  4	-30	-1	-1.8	-1	95	2	98	14
52. O=C(NCc1cccs1)Nc1cc(Cl)ccc1Cl
  -2	-5	-1	1.2	-8	107	1	98	19
53. O=C(N/N=C/c1ccc(-c2cccc([N+](=O)[O-])c2)o1)c1cccs1
  5	16	1	0.9	-1	108	6	102	8
54. O=C(COc1ccc(F)c(Cl)c1)N1CCN(c2ccccn2)CC1
  -3	-5	5	0.0	-3	99	-19	103	5
55. CCCc1nc2c(c(=O)c3ccccc3n2C)c(=O)n1-c1cc(C)cc(C)c1
  5	-25	-3	-4.1	-5	101	-26	95	16
56. CCn1c(C)nc2cc(C(=O)OC)ccc21
  0	-12	-7	0.5	-6	97	2	96	14
57. CC1CN(C(=O)c2ccccc2C(=O)c2ncc[nH]2)CC(C)O1 (stereo unspecified)
  -3	-2	.	2.0	-8	.	6	.	-17
58. O=C(CSc1nnc(-c2cccnc2)n1Cc1ccco1)c1ccccc1
  3	-7	.	-1.8	-7	.	-22	.	15
59. O=C(CCCN1C(=O)c2ccccc2C1=O)Nc1c(C(=O)C2CC2)oc2ccccc12
  1	-32	9	8.4	.	108	2	106	5
60. COc1ccccc1NC(=O)N1CCN(C)CC1
  -5	4	-10	-0.8	0	100	0	95	6

Entries from the list above with a furan ring, fused or not:
Each structure is followed by: HCV NS3 hel inh	CRFR2-BP antag	MEKK2 mut-MEK5	CRFBP-R2 agonist	GalR3 antagonist	MEKK3 PB1 HTS	FID counter	MEKK2 WT-MEK5	SUMO HTRF inh
4. O=C(CSc1nnc(-c2ccncc2)n1Cc1ccco1)Nc1nccs1
  -3	14	4	6.2	-1	80	-7	88	8
16. COC(=O)c1ccc(COc2ccc(/C=N/O)cc2OC)o1
  -5	-9	-12	-1.8	-5	97	-3	88	-16
17. O=C(NCc1ccco1)c1ccc(N2CCCC2=O)cc1
  6	13	5	-1.6	-6	108	3	111	18
30. O=C1C=C(O)CC(c2ccco2)C1 (stereo unspecified)
  26	9	-8	-1.6	2	82	-25	86	51
32. Cc1ccc(SCC(=O)NC(=O)NCc2ccco2)cc1C
  10	.	-7	.	.	87	-14	92	22
53. O=C(N/N=C/c1ccc(-c2cccc([N+](=O)[O-])c2)o1)c1cccs1
  5	16	1	0.9	-1	108	6	102	8
58. O=C(CSc1nnc(-c2cccnc2)n1Cc1ccco1)c1ccccc1
  3	-7	.	-1.8	-7	.	-22	.	15
59. O=C(CCCN1C(=O)c2ccccc2C1=O)Nc1c(C(=O)C2CC2)oc2ccccc12
  1	-32	9	8.4	.	108	2	106	5
